High-throughput results (PubChem)
All columns: NCI-60 one-dose screen, growth in % after 48 h at 10 µM unless noted; 100 = growth as untreated, 0 = no growth, -100 = all killed.
SK-OV-3 = SK-OV-3 ovarian cancer cells. 80,000 tested, 3.2% active
OVCAR-5 = OVCAR-5 ovarian cancer | AID 1794783 | 82,000 tested, 2.9% active
U251 = U251 CNS tumor cells | 80,000 tested, 5.4% active
DU-145 = DU-145 prostate cancer | 81,000 tested, 4.2% active
PC-3 = PC-3 prostate cancer cells; 80,000 tested, 3.9% active
SF-295 = SF-295 CNS cancer cells; AID 1794758; 79,000 tested, 5.6% active
OVCAR-8 = OVCAR-8 ovarian cancer | 81,000 tested, 4.4% active
OVCAR-3 = OVCAR-3 ovarian cancer | 79,000 tested, 7% active | AID 1794787
OVCAR-4 = OVCAR-4 ovarian cancer cells | 80,000 tested, 3.7% active | AID 1794784
An asterisk follows results filed as active; · = not tested or not shown; & = joins results of further samples. Rule for the calls: active = growth percent below 10; inactive = the rest.

SMILES	SK-OV-3	OVCAR-5	U251	DU-145	PC-3	SF-295	OVCAR-8	OVCAR-3	OVCAR-4
COc1ccc(C(=O)Cn2cc(CN3CCN(c4cc5c(cc4F)c(=O)c(C(=O)O)cn5C4CC4)CC3)nn2)cc1	100	102	106	110	98	99	104	108	111
CC(=O)C1(C)C(=O)N(c2ccc(C)cc2)C(=O)N1c1ccc(C)cc1 (stereo not given)	110	101	104	109	112	97	107	105	112
Nc1nc(Nc2cccc(Cl)c2)cc(=O)[nH]1	106	99	102	109	101	101	100	111	105
COc1cc2c(c(OC3OC(CO)C(O)C(O)C3O)c1)C(=O)CC(c1ccc(O)cc1)O2 (stereo not given)	94	106	95	113	88	105	96	106	109
c1ccc(CNCc2ccccc2)cc1	103	84	92	107	140	81	113	118	97
Cc1oc2ncnc(Nc3ccccc3)c2c1C(=O)NCCO	100	93	102	105	107	100	113	102	103
N=C([O-])c1ccccc1-c1[nH]c(-c2ccccc2)nc1-[n+]1ccccc1	97	87	101	93	88	98	101	101	107
C[N+]1(CCC[N+]2(C)C[C@@H]3[C@H](C2)[C@@H]2C=C[C@H]3C2)CCOCC1 (stereo not given in full)	99	89	109	140	·	113	104	116	112
CCCNc1nc2ccccc2c2c(=O)c3cc(Cl)ccc3sc12	41	79	50	86	77	56	58	·	13
COc1ccc(C2N(c3cc(Cl)cc(Cl)c3)N=C(C(C)=O)N2[C@@H]2[C@@H](OC(C)=O)O[C@@H](COC(C)=O)[C@H](OC(C)=O)[C@H]2OC(C)=O)cc1 (stereo not given in full)	75	79	76	84	33	46	78	56	59
CCN(CC)CCCC(C)Nc1ccc2ccc(Cl)cc2n1 (stereo not given)	104	102	93	114	91	95	94	98	116
CS(=O)(=O)c1ccc(C(=O)N/N=C/c2ccc(O)cc2)cc1	105	116	·	106	89	103	·	102	108
COc1cc(-c2nc(NC(C)=O)sc2-c2ccnc(NCCN3CCN(C)S3(=O)=O)n2)ccc1Cl	99	125	111	97	82	101	97	97	112
C=CCn1c(SCC(=O)Nc2ccc(/C(C)=N\O)cc2)nnc1-c1cc(-c2ccc(OC)cc2)nc2ccccc12	53	79	30	61	30	20	15	37	53
Cn1c(=O)c2nc3n(c2n(C)c1=O)C(=N)C(C(=O)c1ccc(Cl)cc1)N=N3 (stereo not given)	109	119	107	124	107	102	108	123	89
c1ccc(CCC2CCCCN2)nc1 (stereo not given)	121	109	104	109	98	114	108	104	116
c1ccc2[nH]c(-c3nonc3-n3cccc3)nc2c1	102	114	96	118	92	95	102	120	96
CCCOC(=O)N1CCCCC1C (stereo not given)	111	87	105	111	97	104	103	114	100
COc1ccc(NC(=O)Oc2ccc(C#N)cc2)cc1	107	97	·	109	102	77	104	105	103
CN1C(=O)/C(=C2\SC(=Nc3ccccc3)N(Nc3ccccc3)C2=O)c2ccccc21	98	104	100	109	87	105	102	110	111
CS(=O)(=O)c1nccc2ccccc12	98	100	102	124	87	119	100	114	110
Cc1ccc(C(=O)/C(=C/c2ccc([N+](=O)[O-])cc2)S(=O)Cc2ccccc2)cc1 (stereo not given)	80	39	13	4.1*	-0.8*	82	18	0.0*	35
COc1ccc(/C=C2/SC(N3CCN(c4ccc(C)c(Cl)c4)CC3)=NC2=O)cc1OC	112	99	101	111	93	100	100	115	89
CCn1c(Sc2nnc(NC(=O)CSC(=S)N3CCCC3)s2)nc2c1c(=O)n(C)c(=O)n2C	·	99	98	103	95	96	100	106	92
N#CC(c1ccccc1)[N+](=O)[O-] (stereo not given)	104	95	99	109	94	109	95	106	106
Cn1c(=O)c2c(nc(NC3=NS(=O)(=O)c4ccccc43)n2Cc2ccc(F)cc2)n(C)c1=O	108	104	111	106	102	105	97	108	100
COc1cc(/C=C2\NC(=O)N(/C=C3\C(=O)Oc4ccccc4C3=O)C2=O)ccc1O	92	102	99	·	99	103	100	103	89
Cc1n[nH]c(C)c1N=Nc1ccc(C(c2ccc(N=Nc3c(C)n[nH]c3C)cc2)(c2ccc(N=Nc3c(C)n[nH]c3C)cc2)c2ccc(N=Nc3c(C)n[nH]c3C)cc2)cc1 (stereo not given)	106	116	98	116	109	100	111	116	108
CCSc1ccc(C)cc1	101	106	116	104	89	99	109	117	109
O=C1c2ccccc2-c2c1c1c(=O)[nH]c3ccccc3c1n2Cc1ccccc1	76	57	69	79	74	60	63	77	35
CN(C)B(N(C)C)N(C)C	103	102	·	111	95	97	96	106	100
COc1ccc(-c2nnc(SC/C(=N/O)c3ccccc3)n2-c2ccccc2)cc1OC	103	100	101	114	92	·	91	106	90
O=C(OCC1CC=CCC1)C1CC=CCC1 (stereo not given)	111	114	111	112	100	111	117	107	100
COC(=O)[C@H]1CCCCN=Cc2c(O)c(O)c(C(C)C)c3cc(C)c(c(O)c23)-c2c(C)cc3c(C(C)C)c(O)c(O)c(c3c2O)C=N1	106	94	106	98	103	96	111	97	111
N=c1c(S(=O)(=O)c2ccccc2)cc2c(=O)n3ccccc3nc2n1C1CCCC1	104	103	86	93	85	91	88	94	96
O=S(=O)(Nc1ccsc1-c1nc(-c2ccccc2)no1)c1ccccc1	90	106	98	102	88	103	92	101	91
COc1ccc(-c2nc(/C=C3\SC(=NCc4ccc(OC)c(OC)c4)NC3=O)c3ccccn23)cc1	112	64	67	106	102	51	71	114	105
CCOC(=O)C1=C(C(=O)c2ccccc2)C(c2ccc(O)cc2)NC(=S)N1 (stereo not given)	120	105	104	112	103	107	104	105	104
NC(=S)NN=C1CCCCCCCCCC1	111	95	95	100	75	88	106	92	47
C/C1=C\[C@H](O)C[C@](C)(O)/C=C/[C@H](C(C)C)CC[C@]2(C)O[C@H]2CC1	113	92	94	141	99	114	113	120	110

The list goes on, overlapping the part above by two compounds.
SMILES	SK-OV-3	OVCAR-5	U251	DU-145	PC-3	SF-295	OVCAR-8	OVCAR-3	OVCAR-4
NC(=S)NN=C1CCCCCCCCCC1	111	95	95	100	75	88	106	92	47
C/C1=C\[C@H](O)C[C@](C)(O)/C=C/[C@H](C(C)C)CC[C@]2(C)O[C@H]2CC1	113	92	94	141	99	114	113	120	110
N#Cc1cnc2cc(OC[C@@H](O)CO)c(NC(=O)CC3CSSC3)cc2c1Nc1ccc(OCc2cccc(F)c2)c(Cl)c1	-86*	-73*	-70*	-85*	-82*	-81*	-48*	-81*	-64*
C=C(C)[C@@H]1CC[C@@]23O[C@@H]2C(=O)C[C@@H](C)[C@]3(C)C1	105	102	103	104	94	104	101	109	96
CCCCCCCCCCCOc1ccc(/C=C/C(=O)c2ccc(OC)cc2)cc1	116	104	·	106	97	106	99	111	110
CCN(CC)Cc1cc(N)ccc1O	102	94	104	130	92	131	95	121	105
COc1ccc(/C=N/NC(=O)COCC(=O)N/N=C/c2ccc(OC)cc2)cc1	108	108	96	113	89	97	104	108	90
CC(=O)c1ccc(-c2ccccc2-c2ccccc2)cc1	125	97	112	97	90	97	98	106	88
CSc1ncc(Br)c(SCc2ccc(Cl)cc2Cl)n1	100	103	94	114	97	102	100	117	99
OCCNc1nc(NCCO)nc(Nc2ccc(C3=NN(c4ccc(Cl)cc4)C(c4ccc(Cl)cc4)C3)cc2)n1 (stereo not given)	84	110	43	52	33	12	65	41	66
O=C(CSc1nccc(Nc2ccc(S(=O)(=O)Nc3nccs3)cc2)n1)c1ccc(Cl)cc1	112	112	104	116	100	106	100	114	108
Cn1c(=O)c2c(ncn2CCC(=O)Nc2ccc(S(=O)(=O)Nc3ncccn3)cc2)n(C)c1=O	100	92	94	104	95	104	102	100	107
CCc1cccc(C)c1NC(=O)CCC(=O)OC	119	·	99	108	111	97	104	103	104
OC(CNc1ncccn1)(c1ccccc1)c1ccccc1	101	88	99	108	87	97	113	103	91
CN(C)c1ccc(Cc2cc(-c3ccccc3)nn(Cc3ccccc3)c2=O)cc1	97	102	78	111	72	97	89	101	93
CCOC(=O)c1ccc(N=Cc2sc(=S)[nH]c2O)cc1	114	97	102	100	96	79	103	99	106
O=C(NO)c1ccncc1	95	112&101	98&98	106&96	95&93	125&110	96&99	115&94	105&105
CCCCCCCCNc1ncnc2c1ncn2Cc1nnc2c3ccccc3c(Cl)nn12	4.2*	102	45	49	37	62	30	58	43
CCCCCCCCCCC(C)O (stereo not given)	92	110	94	109	87	100	102	106	102
COc1cc2c(cc1N)-c1ccc(N)cc1C2	103	108	·	·	84	103	103	108	·
CCCCCCCCCCCCCCCCCC(=O)NCc1cc(OC)c(OC)c(OC)c1	99	102	100	89	93	97	101	104	95
CC/C=C\C[C@H]1C/C=C2/C(=O)C=C[C@]2(C)C/C=C\CCCC(=O)O1	94	107	101	101	91	103	97	100	85
O=c1c2cc(F)ccc2sc2c(NCCO)nc3ccccc3c12	109	108	98	112	105	104	97	121	111
Cc1nc(-c2ccccc2)n2nc(-c3ccccc3)cc2n1	·	98	98	103	101	101	102	102	103
COCCn1cc(-c2csc(-c3c[nH]c4ccc(Br)cc34)n2)c2cccnc21	47	55	37	47	16	18	22	39	31
O=C1/C(=C/c2cccc([N+](=O)[O-])c2)COc2ccc(O)c(O)c21	69	-49*	-89*	2.4*	-39*	59	5.4*	-84*	15
CC(=O)O[C@@H]1C[C@]2(C(C)C)O[C@@]1(C)[C@@H]1CCC(C)=C1[C@@H]2OC(=O)/C=C/c1ccccc1	89	98	91	101	57	92	67	90	79
COc1ccc(-c2nnc3ccc(-n4nc(C)cc4C)nn23)cc1	105	105	94	89	95	88	98	107	92
COc1ccc(NC(=O)C(C)C)cc1	134	113	91	109	101	·	94	116	124
S=c1nc2[nH]c3ccc(Cl)cc3c2n[nH]1	107	106	91	104	98	96	100	108	94

Shown bar-delimited: 16 of the compounds above
SMILES | SK-OV-3 | OVCAR-5 | U251 | DU-145 | PC-3 | SF-295 | OVCAR-8 | OVCAR-3 | OVCAR-4
CN(C)c1ccc(Cc2cc(-c3ccccc3)nn(Cc3ccccc3)c2=O)cc1 | 97 | 102 | 78 | 111 | 72 | 97 | 89 | 101 | 93
CCOC(=O)c1ccc(N=Cc2sc(=S)[nH]c2O)cc1 | 114 | 97 | 102 | 100 | 96 | 79 | 103 | 99 | 106
O=C(NO)c1ccncc1 | 95 | 112&101 | 98&98 | 106&96 | 95&93 | 125&110 | 96&99 | 115&94 | 105&105
CCCCCCCCNc1ncnc2c1ncn2Cc1nnc2c3ccccc3c(Cl)nn12 | 4.2* | 102 | 45 | 49 | 37 | 62 | 30 | 58 | 43
CCCCCCCCCCC(C)O (stereo not given) | 92 | 110 | 94 | 109 | 87 | 100 | 102 | 106 | 102
COc1cc2c(cc1N)-c1ccc(N)cc1C2 | 103 | 108 | · | · | 84 | 103 | 103 | 108 | ·
CCCCCCCCCCCCCCCCCC(=O)NCc1cc(OC)c(OC)c(OC)c1 | 99 | 102 | 100 | 89 | 93 | 97 | 101 | 104 | 95
CC/C=C\C[C@H]1C/C=C2/C(=O)C=C[C@]2(C)C/C=C\CCCC(=O)O1 | 94 | 107 | 101 | 101 | 91 | 103 | 97 | 100 | 85
O=c1c2cc(F)ccc2sc2c(NCCO)nc3ccccc3c12 | 109 | 108 | 98 | 112 | 105 | 104 | 97 | 121 | 111
Cc1nc(-c2ccccc2)n2nc(-c3ccccc3)cc2n1 | · | 98 | 98 | 103 | 101 | 101 | 102 | 102 | 103
COCCn1cc(-c2csc(-c3c[nH]c4ccc(Br)cc34)n2)c2cccnc21 | 47 | 55 | 37 | 47 | 16 | 18 | 22 | 39 | 31
O=C1/C(=C/c2cccc([N+](=O)[O-])c2)COc2ccc(O)c(O)c21 | 69 | -49* | -89* | 2.4* | -39* | 59 | 5.4* | -84* | 15
CC(=O)O[C@@H]1C[C@]2(C(C)C)O[C@@]1(C)[C@@H]1CCC(C)=C1[C@@H]2OC(=O)/C=C/c1ccccc1 | 89 | 98 | 91 | 101 | 57 | 92 | 67 | 90 | 79
COc1ccc(-c2nnc3ccc(-n4nc(C)cc4C)nn23)cc1 | 105 | 105 | 94 | 89 | 95 | 88 | 98 | 107 | 92
COc1ccc(NC(=O)C(C)C)cc1 | 134 | 113 | 91 | 109 | 101 | · | 94 | 116 | 124
S=c1nc2[nH]c3ccc(Cl)cc3c2n[nH]1 | 107 | 106 | 91 | 104 | 98 | 96 | 100 | 108 | 94
